KCNH2 3.1 block: KCNH2 3.1 (human) potassium channel inhibition. 340,000 compounds, 0.95% hits. activity change, % (tested at about 1.8 µM). U2OS KCNH2 3.1, thallium flux FluxOr; stronger effect = lower value;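 active = maximum activity change below -70%; inconclusive = maximum activity change from -70% to -50%; inactive = maximum activity change above -50%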;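 note: thallium influx rate constant from kinetic fluorescence after stimulation buffer; % is set by controls: 0 for no effect and ±100 for the full control effect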
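FluxOr-based Tl+ influx in U2OS cells transduced with KCNH2 3.1 virus; rate constants normalized to DMSO controls.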
TRPV1 agonist: activates the human vanilloid receptor TRPV1; TRPV1-expressing cells, Fluo-8 calcium influx, agonist mode; activation, % at 8.33 µM; 320,000 compounds, 0.19% hits; AID 540275; in the data active = activation above about 80%; inconclusive = between about 30% and that limit; note: 0% is about no effect
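Cells expressing TRPV1 were dye-loaded with Fluo-8 and read kinetically: 10 s baseline, 3 min after compound (agonist portion), then 2 min after EC20 capsaicin (allosteric enhancer portion). Calcium-bound dye fluorescence at 480/520 nm.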
TCR activator: T cell receptor activation; primary human leukocytes, anti-CD3, IL-2 HTRF, 48 h; AID 504894; 330,000 tested, under 10 active; Potency, µM (top dose mostly 9.22 µM), without a hit: at the top dose activation of IL-2 secretion, actives largely listed as activators; note: % of control where 0% means no effect
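Primary human leukocytes receive a-CD3 beads and test compound and are incubated 48 hr. Secreted IL-2 is then assayed by HTRF, measuring 665nm acceptor emission after 320nm excitation of the europium donor.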
KCNH2 WT inh: blocks the wildtype human KCNH2 potassium channel; U2OS, BacMam KCNH2, thallium flux FluxOr; stronger effect = lower value; activity change, % at 1.84 µM; 340,000 compounds, 0.37% hits; AID 720551;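 active = maximum activity change below -70%; inconclusive = maximum activity change between -70% and -50%; inactive = maximum activity change above -50%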; note: % is set by controls: 0 for no effect and ±100 for the full control effect
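U2OS cells transduced with wild-type KCNH2 virus are loaded with FluxOr dye for 45 min, and thallium flux is measured in kinetic reads before and after stimulation buffer. Rate constants are normalized to DMSO controls.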
USP2a inh: blocks human ubiquitin-specific protease USP2a. O75604. USP2 core, Ub-CHOP2 coupled fluorogenic reporter, 485/531. Potency, µM (titrated, usually from 38.3 µM), without a hit: at the top dose activity change, negative = inhibition, usual class: inhibitors. 330,000 compounds, 0.01% hits. AID 463254;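 note: potency is the fitted concentration of half-maximal effect; plate controls were DMSO wells for no effect and full inhibition by NEM control for full effect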
Target sequence (O75604 whole entry, looked up): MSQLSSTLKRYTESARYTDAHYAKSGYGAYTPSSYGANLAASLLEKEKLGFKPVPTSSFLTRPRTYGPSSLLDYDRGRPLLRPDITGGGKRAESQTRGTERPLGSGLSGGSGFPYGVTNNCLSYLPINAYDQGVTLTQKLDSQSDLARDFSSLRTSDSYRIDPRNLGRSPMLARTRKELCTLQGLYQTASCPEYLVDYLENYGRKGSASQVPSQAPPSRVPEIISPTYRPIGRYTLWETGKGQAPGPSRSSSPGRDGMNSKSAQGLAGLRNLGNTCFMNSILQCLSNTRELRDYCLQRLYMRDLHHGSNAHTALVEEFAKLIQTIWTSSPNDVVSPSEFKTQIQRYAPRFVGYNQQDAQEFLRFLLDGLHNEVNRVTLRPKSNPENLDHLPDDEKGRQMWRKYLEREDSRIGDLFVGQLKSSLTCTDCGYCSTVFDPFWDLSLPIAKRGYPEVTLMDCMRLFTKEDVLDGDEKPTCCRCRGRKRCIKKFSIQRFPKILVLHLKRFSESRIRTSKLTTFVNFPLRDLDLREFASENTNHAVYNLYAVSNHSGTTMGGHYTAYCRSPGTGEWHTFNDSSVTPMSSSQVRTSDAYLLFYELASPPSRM
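Deubiquitinase activity read as fluorescence (485/531 nm) after Ub-CHOP2 cleavage activates the enterokinase reporter on its substrate; USP2 core 10nM, Ub-CHOP2 and substrate 25nM each, 30min compound preincubation then 60min RT; data normalized to NEM, curves fitted.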
Eya2 phos inh: inhibitors of human Eya2 phosphatase activity | Potency, µM (highest dose often 76.9 µM), for inactives: at the highest dose activity, negative = inhibition, actives largely listed as inhibitors | O00167 | recombinant Eya2, OMFP fluorescence dephosphorylation (OMFP is methylfluorescein phosphate) | 330,000 compounds, 0.006% hits | AID 488837; note: potency is the fitted concentration of half-maximal effect; % is set by controls: 0 for no effect and ±100 for the full control effect
Target sequence (O00167 whole entry, looked up): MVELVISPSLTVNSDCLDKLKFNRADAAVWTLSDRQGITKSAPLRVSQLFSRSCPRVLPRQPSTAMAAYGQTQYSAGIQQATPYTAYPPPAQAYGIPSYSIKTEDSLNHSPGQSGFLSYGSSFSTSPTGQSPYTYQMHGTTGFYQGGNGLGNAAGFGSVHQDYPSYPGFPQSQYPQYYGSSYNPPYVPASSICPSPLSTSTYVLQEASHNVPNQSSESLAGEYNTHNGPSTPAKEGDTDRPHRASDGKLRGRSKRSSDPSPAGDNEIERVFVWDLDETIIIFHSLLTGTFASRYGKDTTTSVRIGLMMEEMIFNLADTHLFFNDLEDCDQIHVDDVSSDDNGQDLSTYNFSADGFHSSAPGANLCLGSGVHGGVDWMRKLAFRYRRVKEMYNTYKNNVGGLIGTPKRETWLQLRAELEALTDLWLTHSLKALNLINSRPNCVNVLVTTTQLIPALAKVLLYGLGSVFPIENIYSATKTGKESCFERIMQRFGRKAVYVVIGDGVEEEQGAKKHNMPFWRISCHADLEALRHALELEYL
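Eya2 protein (added as 0.2 uM solution) was preincubated with compound for 10 min at ambient temperature in 50 mM HEPES pH 7.5, 50 mM NaCl, 5 uM MgCl2, 0.05% BSA, 1 mM DTT. OMFP (added at 50 uM) then reacted 10 min; fluorescence read at 485/525 nm.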
Mito fusion yeast: inhibitors of mitochondrial division or activators of mitochondrial fusion; S. cerevisiae fusion-defective mutant growth rescue, CellTiterGlo 48 h; Potency, µM (series often up to 46.1 µM), for the others: at the top dose growth rescue (activation), hits mostly activators; 320,000 compounds, 0.23% hits;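 note: potency is the fitted concentration of half-maximal effect; % of control where 0% means no effect; nearly all actives have a fitted effect of over 45% in size; temperature-sensitive fusion mutants such as fzo1-1 at 37 °C on non-fermentable ethanol glycerol medium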
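Read-out: ATP-based luminescence (CellTiterGlo, 10 min ambient) reporting growth of fusion-defective ts yeast after 48 hours at 37C on glycerol/ethanol YPEG medium in the presence of compound.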
TSHR antag: antagonists of human thyroid stimulating hormone receptor. AID 504810. activity change, negative = inhibition, % at 11.5 µM. P16473. TSHR-expressing cells, TSH-stimulated cAMP HTRF, 2 h; stronger effect = lower value. 330,000 compounds, 0.2% hits;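 active = activity change below a set negative limit, meaning inhibition stronger than a set level, cut at about -70% in these data; inconclusive = activity change between two set negative limits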; note: % is set by controls: 0 for no effect and ±100 for the full control effect
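TSHR-expressing cells, 200/well, pre-treated with compound, then stimulated with EC80 TSH (4nM final) for 2 hours at 37 deg C. cAMP measured by competitive HTRF: anti-cAMP cryptate antibody in lysis buffer plus cAMP-d2, read after 30 minutes at room temperature.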
AT treatment: potential ataxia-telangiectasia treatment | […] A-T fibroblasts, KAP-1 phosphorylation AlphaLISA; neocarzinostatin DNA damage 30 min before lysis | Potency, µM (doses to about 57.5 µM), inactives show top-dose activation, hits mostly activators | 320,000 compounds, 0.19% hits | AID 485349; note: potency is the fitted concentration of half-maximal effect; % of control where 0% means no effect; nearly all actives have a fitted effect of over 45% in size
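hTERT-immortalized A-T patient fibroblasts ([…]), 500 cells/well in OPTI-MEM, 1% FBS, got compounds for 60 min, then NCS for 30 min at 37C. Lysates were then assayed for phospho-KAP-1 by AlphaLISA (anti-pKAP1 donor, anti-KAP1 acceptor beads), 6 hr at 25C.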
ELG1 repair inh: inhibitors of ELG1-dependent DNA repair in HEK293T cells; HEK293T ELG1-luciferase reporter, luminescence, 16 h; DNA damage induced by 5-fluorouridine; Potency, µM (top dose mostly 46.1 µM), without a hit: at the top dose activity change, negative = inhibition, actives largely listed as inhibitors; 330,000 compounds, 2.3% hits; note: potency is the fitted concentration of half-maximal effect; % is set by controls: 0 for no effect and ±100 for the full control effect; nearly all actives have a fitted effect of over 55% in size
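HEK293T cells expressing luciferase-tagged ELG1 (2,000/well) received 5-Fluorouridine plus compound or DMSO for 16 hr at 37 °C. Luciferase was read by ONE-Glo luminescence after 30 min at room temperature.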
Numbers without * were called inactive; ? = inconclusive; · = no result given; [ ] = another dose, or the depositor's remark. Unless noted, calls come from the whole dose curve; as a rule, active = well fitted curve in the direction sought with a large enough effect; inconclusive = small, poorly fitted or top-dose-only effect, or another doubt; inactive = no such curve, though single readings can be large; an effect the other way counts as inactive or inconclusive. A portion of the library; rates above refer to the full screens.

SMILES | KCNH2 3.1 block | TRPV1 agonist | TCR activator | KCNH2 WT inh | USP2a inh | Eya2 phos inh | Mito fusion yeast | TSHR antag | AT treatment | ELG1 repair inh
COC(=O)CNC(=O)CSc1ccccn1 | 4 | -11 | -1% | -2 | 0% | -25% | 0% | -2 | 4% | -5%
O=S(=O)(N/N=C1\CCCc2ccccc21)c1ccccc1 | 2 | 1 | 5% | 6 | 0% | 3% | 6% | -2 | -1% | 18%
Cc1nnc(SCC(=O)c2c(N)n(C)c(=O)n(C)c2=O)[nH]c1=O | -4 | -1 | -2% | 4 | 1% | -13% | -1% | -6 | -9% | -8%
CCNS(=O)(=O)c1ccc(OC)c(C)c1 | -7 | -2 | 3% | -3 | 3% | -27% | -2% | -9 | 3% | -2%
CCOC(=O)C1=C(N)Oc2ccc3ccccc3c2C1c1cccnc1 (configuration not stated) | 7 | 22 | -2%[46.1 µM] | 16 | -3% | 1% | 1% | 22 | 0% | -10%
CC1(C(=O)NCCN2CCOCC2)C=CCN1C(=O)c1ccccc1 (configuration not stated) | 19 | 0 | 4% | 5 | 5% | 5% | 0% | -4 | 1% | ?
COCCCN=C1NN=C(c2cc(C)n(Cc3ccco3)c2C)CS1 | 5 | -1 | 7%[46.1 µM] | -5 | 4% | 5% | -2% | -16 | 5% | ?
CC(C)c1nnc(NC(=O)CCS(=O)(=O)c2ccccc2)s1 | 0 | -3 | -3% | 28 | 9% | 7% | -6% | 12 | 2% | ?
Cc1nnc(SCC(=O)N2CCN(c3ccccc3)CC2)n1C1CC1 | 14 | 1 | 2% | 11 | 2% | 25% | 1% | 5 | -6% | 11%
COc1ccc(N(CC(=O)N2CCN(Cc3ccccc3)CC2)S(C)(=O)=O)cc1Cl | 12 | 2 | -7% | 8 | 0% | -5% | 2% | 3 | 0% | ?
COc1ccccc1/C=C/C(=O)NCC(=O)n1nc(C)cc1C | -10 | -1 | 3% | -10 | 2% | ? | -2% | 5 | -1% | ?
COc1ccc(-c2c(C)[nH]n3c(=O)c(Cc4ccccc4)c(C)nc23)cc1OC | 0 | 0 | 7% | -9 | 1% | 8% | -3% | 2 | 5% | ?
N#C/C(=C/c1ccc(N2CCCCC2)o1)C(=O)Nc1ccc(Cl)cc1 | ? | ? | · | -38 | 12% | ? | 2% | -11 | 3% | ?
Cc1ccc(/C(O)=C2/C(=O)C(=O)N(c3ccccn3)C2c2ccc([N+](=O)[O-])cc2)cc1 (configuration not stated) | -1 | -1 | · | -12 | -2% | 12% | -2% | -8 | 2% | 3%
C=C(C)COc1ccc(-c2[nH]ncc2Oc2ccc(OC)cc2)c(O)c1 | -7 | 4 | 4% | -1 | 2% | -1% | 8% | 2 | -11% | 28%
O=c1c(Cc2c(F)cccc2Cl)c(O)ccn1CCCN1CCOCC1 | -11 | -5 | 3% | · | 1% | -3% | 17% | 6 | -2% | -11%
CCCCN(C(=O)c1ccc2c(c1)OCO2)c1ccccc1 | -14 | 13 | -1% | 1 | 2% | 1% | 4% | 6 | 1% | -1%
O=C(COC(=O)c1cccc(O)c1)Nc1ccc(S(=O)(=O)N2CCOCC2)cc1 | -11 | 0 | -6% | 6 | 2% | 9% | 0% | -9 | -4% | -6%
CCCCCOc1ccc(C2C(C(C)=O)=C(C)Nc3ncnn32)cc1OC (configuration not stated) | -9 | -4 | -1% | -3 | 1% | 10% | -3% | -2 | -4% | -4%
CC(Oc1ccccc1)C(=O)N=Nc1c(O)[nH]c2ccc([N+](=O)[O-])cc12 (configuration not stated) | -6 | 17 | 8% | 2 | 0% | -13% | -5% | -11 | 0% | -25%
COc1nc(C)nc2c1sc1nc3c(cc12)COC(C)(C)C3 | 3 | 0 | 0% | 2 | 7% | 6% | 3% | -3 | 0% | ?
COc1ccc(Cn2c(N)c(C#N)c3nc4ccccc4nc32)cc1 | -4 | -1 | 8% | -4 | 0% | -31% | 3% | -8 | 18% | -3%
CC1CCCCC1NC(=S)NC(=O)c1cccs1 (configuration not stated) | -2 | ? | -3% | -11 | 5% | -7% | 22% | -11 | 6% | 4%
CCOc1ccc(-n2c(=S)sc3c(=O)n(-c4ccccc4)c(SCC(=O)O)nc32)cc1 | 7 | 2 | 3% | 14 | 0% | 3% | -3% | -9 | -3% | -2%
COc1ccccc1CN1CC(C(=O)NCCc2ncccc2C)CCC1=O (configuration not stated) | -1 | 2 | -3% | 8 | 1% | 0% | 1% | -9 | 4% | -3%
Cc1ccc(C)c(NS(=O)(=O)c2ccc3[nH]c(=O)oc3c2)c1 | -10 | 0 | -2% | 2 | -1% | 5% | 4% | 10 | 1% | 11%
COc1ccc(CNC(=O)C[C@H]2C[C@H](C(=O)N3CCCCC3)[C@@]3(C)c4[nH]c5ccc(Cl)cc5c4CCN3C2=O)cc1OC | · | · | -9%[46.1 µM] | 2 | -2% | -1% | · | -22 | 10% | ?
COc1ccc(OC)c(-c2nc3ccccc3nc2-c2ccccc2)c1 | -4 | 2 | 1% | 17 | -1% | -19% | -3% | 4 | 12% | -14%
C=CCC[C@H](Cc1ccc(F)cc1)C(=O)OC[C@@H](C)NC(=O)[C@H](CC=C)CC(=O)N(CCO)Cc1ccccc1 | -3 | · | -3% | -6 | -3% | -10% | · | -7 | 5% | ?
Cc1cccc(Sc2c([N+](=O)[O-])ncn2C)c1 | 2 | -1 | 3% | -1 | 1% | -4% | -5% | 47 | -2% | 16%
N#C/C(=N\Nc1cccc(Cl)c1)C(=O)c1ccccc1 | -17 | 1 | 2% | -3 | -2% | 22% | -16% | -43 | 0% | ?
CCOc1ccc2nc(N/C(N)=N/C(=S)Nc3cccc(OC)c3)nc(C)c2c1 | -9 | 5 | -5% | -4 | 2% | -9% | 15% | 0 | 0% | ?
CCc1c(C)sc(NC(=O)C2CC2c2ccccc2)c1C(N)=O (configuration not stated) | -3 | 16 | 3% | -13 | 4% | 20% | 5% | 0 | -5% | ?
COc1cc(C(F)(F)F)ccc1C(=O)NCCc1ccco1 | -2 | 9 | 2% | 7 | -1% | -18% | -5% | 12 | -9% | ?
COCCNC(=O)c1ccc(N(C)S(=O)(=O)c2ccc(OC)c(OC)c2)cc1 | 7 | -2 | 4%[46.1 µM] | -9 | -1% | 4% | -1% | 2 | 7% | 1%
Cc1nc([N+](=O)[O-])c(N2CCN(Cc3ccccc3)CC2)n1Cc1ccccc1 | -19 | 2 | -2% | 43 | -1% | -7% | 2% | -6 | · | -16%

Compound profiles (already shown). Values in the order: KCNH2 3.1 block | TRPV1 agonist | TCR activator | KCNH2 WT inh | USP2a inh | Eya2 phos inh | Mito fusion yeast | TSHR antag | AT treatment | ELG1 repair inh
Entry for Cc1cccc(Sc2c([N+](=O)[O-])ncn2C)c1 = 2 | -1 | 3% | -1 | 1% | -4% | -5% | 47 | -2% | 16%
Entry for CCc1c(C)sc(NC(=O)C2CC2c2ccccc2)c1C(N)=O (configuration not stated) = -3 | 16 | 3% | -13 | 4% | 20% | 5% | 0 | -5% | ?

Next structures follow.
SMILES | KCNH2 3.1 block | TRPV1 agonist | TCR activator | KCNH2 WT inh | USP2a inh | Eya2 phos inh | Mito fusion yeast | TSHR antag | AT treatment | ELG1 repair inh
CCOC(=O)N1CCN(c2nc(-c3cccs3)cc(C(F)(F)F)n2)CC1 | 6 | -1 | -2% | 3 | -2% | -7% | -1% | -3 | -3% | 0%
O=C(NC1CC1)C1=C[C@H](C2CC2)C[C@H](OCCCCO)O1 | -2 | 2 | -12% | -10 | -1% | 11% | -1% | 5 | 12% | 14%
CCOC(=O)c1sc2nc(CSc3ccccc3)[nH]c(=O)c2c1C | 13 | 9 | -6% | 1 | -3% | -6% | -6% | 4 | 3% | 6%
O=C(Nc1ccccc1)/C(=C/c1ccc2c(c1)OCO2)NC(=O)c1ccco1 | 2 | 19 | 11%[46.1 µM] | 10 | 5% | 8% | -8% | 13 | -4% | 3%
COc1ccccc1NC(=O)Cc1nnc(SCC(=O)NC2CCCC2)n1C | -4 | 0 | -1% | -5 | 0% | -4% | -5% | -9 | -2% | 13%
Cc1ccc(NC(=O)CN2C(=O)NC3(CCCCC3C)C2=O)cc1S(=O)(=O)N1CCCCC1 (configuration not stated) | -4 | 4 | 2% | -15 | 1% | -3% | -4% | 1 | -1% | -1%
CC1CCCC(C)N1CCCNC(=O)C(=O)Nc1ccc2nc3n(c(=O)c2c1)CCCCC3 (configuration not stated) | 17 | -2 | 9% | 14 | 5% | 4% | 0% | 2 | 3% | 0%
N#CCC(=O)N/N=C/c1cn(Cc2ccc(Cl)c(Cl)c2)c2ccccc12 | 3 | · | 0% | 1 | 0% | 15% | 4% | -4 | 21% | 9%
O=C(NCCN1CCOCC1)c1cc(Sc2cccc(Cl)c2)nc2ccccc12 | -35 | 11 | -6%[46.1 µM] | 4 | 1% | 6% | 2% | -8 | 3% | -23%
COc1ccc(/C=N/NC(=S)Nc2cc(C(F)(F)F)ccc2Cl)cc1 | 25 | -1 | -4% | 8 | -1% | 16% | -4% | -2 | 7% | 27%

Screens: PubChem BioAssay, National Center for Advancing Translational Sciences (NCATS)
